Screens deposited in PubChem BioAssay by National Center for Advancing Translational Sciences (NCATS).
PI5P4K alpha inh – qHTS for Inhibitors of phosphatidylinositol 5-phosphate 4-kinase (PI5P4K); Phosphatidylinositol 5-phosphate 4-kinase type-2 alpha (Homo sapiens), P48426; max response, %; PI5P4Kalpha enzyme, ADP-Glo luminescence, 60 min; active compounds read low; hit rate 1.2% among 330,000; AID 652105, 2013; active = max response of -50% or lower; inconclusive = between -30% and -50%; inactive = -30% or higher; note: value at the top dose of about 77 µM; % is set by controls: 0 for no effect and ±100 for the full control effect
Target sequence (P48426 whole entry, looked up): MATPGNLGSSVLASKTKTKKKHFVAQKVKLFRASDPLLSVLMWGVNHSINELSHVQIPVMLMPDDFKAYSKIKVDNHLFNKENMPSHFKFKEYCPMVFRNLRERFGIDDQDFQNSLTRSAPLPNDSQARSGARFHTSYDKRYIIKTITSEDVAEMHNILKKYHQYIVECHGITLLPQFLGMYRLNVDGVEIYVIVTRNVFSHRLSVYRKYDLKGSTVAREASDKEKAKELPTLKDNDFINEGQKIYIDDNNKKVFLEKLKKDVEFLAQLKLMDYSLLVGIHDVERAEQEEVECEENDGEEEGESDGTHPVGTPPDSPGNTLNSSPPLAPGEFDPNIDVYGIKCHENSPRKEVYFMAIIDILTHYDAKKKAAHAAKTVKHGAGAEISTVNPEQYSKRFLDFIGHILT
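ADP-Glo luminescence end-point after a 60 min room-temperature kinase reaction. PI5P4Kalpha and substrate in HEPES pH 7.4 buffer with EGTA, 0.1% CHAPS and 5% DMSO; ATP at 5 microM final.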
HEK293 tox – qHTS of GLP-1 Receptor Inverse Agonists: Cytotox Screen | HEK293 cAMP-luciferase reporter cells, luminescence, 24 h | Potency, µM (highest dose often 38.3 µM), inactives show at the highest dose activity change, negative = inhibition, most hits filed as inhibitors | hit rate 0.13% among 410,000;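 note: loss of luciferase light is scored as toxicity; potency is the fitted concentration of half-maximal effect; % is set by controls: 0 for no effect and ±100 for the full control effect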
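Cells in DMEM/10% Nu serum/1% pen-strep, 1536-well format. Pre-incubated 12 h, dosed with 23 nL compound, incubated a further 24 h. Luciferase detection, 12 min at room temp, luminescence.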
EPAC1 ag – qHTS for Agonist of cAMP-regulated guanine nucleotide exchange factor 3 (EPAC1): primary screen. Rap guanine nucleotide exchange factor 3 (Homo sapiens), O95398. EPAC1 agonist qHTS, biochemical assay; response scale: 100% = response to 6.5 mM cAMP. Potency, µM (top dose mostly 154 µM), inactives show at the highest dose activation, usual class: activators. hit rate 0.073% among 360,000. AID 720707, 2013; note: potency is the fitted concentration of half-maximal effect; nearly all actives have a fitted effect of over 60% in size
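Normalized to 6.5 mM cAMP, activity reflects EPAC1-catalysed release of BODIPY-GDP from Rap1B, followed kinetically over 30 min at 480 nm excitation, 540 nm emission. Reaction contained 100 nM EPAC1, 250 nM Rap1B-BODIPY-GDP, 50 uM GDP.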
GLP1R ag – qHTS of GLP-1 Receptor Agonists; Glucagon-like peptide 1 receptor (Homo sapiens), P43220; HEK293 GLP-1R CRE-luciferase, luminescence, 4-6 h; cells express a hypersensitive GLP-1R form; Potency, µM (series often up to 45.6 µM), inactives show top-dose activation, actives largely listed as activators; hit rate 0.007% among 380,000; note: potency is the fitted concentration of half-maximal effect; % of control where 0% means no effect
Target sequence (P43220 whole entry, looked up): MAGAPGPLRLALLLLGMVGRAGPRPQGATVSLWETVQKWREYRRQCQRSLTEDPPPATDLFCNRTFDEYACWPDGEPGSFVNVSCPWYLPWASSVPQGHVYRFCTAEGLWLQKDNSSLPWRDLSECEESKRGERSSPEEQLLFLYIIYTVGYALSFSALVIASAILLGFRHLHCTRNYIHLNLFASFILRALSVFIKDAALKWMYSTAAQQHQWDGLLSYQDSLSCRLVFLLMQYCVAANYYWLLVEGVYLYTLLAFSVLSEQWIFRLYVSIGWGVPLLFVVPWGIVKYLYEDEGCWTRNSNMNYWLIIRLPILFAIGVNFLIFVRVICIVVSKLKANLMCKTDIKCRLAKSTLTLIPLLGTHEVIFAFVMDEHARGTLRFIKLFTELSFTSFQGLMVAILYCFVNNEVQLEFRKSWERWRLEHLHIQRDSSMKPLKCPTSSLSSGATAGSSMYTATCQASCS
EPAC1 antagonist – qHTS for Antagonist of cAMP-regulated guanine nucleotide exchange factor 3 (EPAC1): primary screen. Rap guanine nucleotide exchange factor 3 (Homo sapiens), O95398. EPAC1 GEF assay, Rap1b-BODIPY-GDP exchange fluorescence. Potency, µM (highest dose often 115 µM), inactives show at the top dose activity change, negative = inhibition, most hits filed as inhibitors. hit rate 0.14% among 360,000;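 note: potency is the fitted concentration of half-maximal effect; plate controls were vehicle for no effect and positive control for full effect; nearly all actives have a fitted effect of over 50% in size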
GLP1R inv ag – qHTS of GLP-1 Receptor Inverse Agonists (Inhibition Mode); Glucagon-like peptide 1 receptor (Homo sapiens), P43220; HEK293 GLP-1R CRE-luciferase, luminescence, 24 h; GLP-1R form is constitutively active; Potency, µM (highest dose often 38.3 µM), for the others: top-dose activity change, negative = inhibition, hits mostly inhibitors; hit rate 1.6% among 410,000; AID 624417, 2012; note: potency is the fitted concentration of half-maximal effect; % is set by controls: 0 for no effect and ±100 for the full control effect; nearly all actives have a fitted effect of over 55% in size
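HEK293 cells stably co-expressing constitutively active GLP-1R and a cAMP-responsive luciferase reporter were seeded in DMEM with 10% Nu serum, given compounds after 12 h, and incubated 24 h at 37 deg C. Luminescence was then read.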
PLK1 PBD block – qHTS for Inhibitors of PLK1-PDB (polo-like kinase 1 - polo-box domain): Primary Screen; Serine/threonine-protein kinase PLK1 (Homo sapiens), P53350; Plk1 PBD binding of FITC phosphopeptide, fluorescence polarization; Potency, µM, inactives show max response, negative = inhibition, usual class: inhibitors; hit rate 2.8% among 360,000; AID 720504, 2013; note: potency is the fitted concentration of half-maximal effect; series mostly up to about 57 µM; % is set by controls: 0 for no effect and ±100 for the full control effect; nearly all actives have a fitted effect of over 65% in size
IL-2 act – qHTS of IL-2 Activators. IL-2 activation reporter assay, cell-based qHTS; stimulated with anti-CD3/CD4/CD28 beads; in transgenic mouse T cells. activation, % (series mostly up to about 46 µM). hit rate 0.065% among 360,000. AID 652025, 2013; in the data active = activation above about 50%; inconclusive = mostly about 30% to 49%; note: 0% is about no effect
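EGFP and DsRed fluorescence is measured by plate cytometry in unstimulated transgenic mouse T cells exposed to compound for 60 minutes, then stimulated 18 hours at 37 degrees C with anti-CD3/anti-CD4 beads plus anti-CD28.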
PTHR1 agonist – qHTS for PTHR1 Agonists: Primary Screen; HEK293 GP2 PTHR1 cells, GloSensor cAMP luminescence, 1 h; Parathyroid hormone/parathyroid hormone-related peptide receptor (Homo sapiens), Q03431; AID 743266, 2014; hit rate 0.075% among 410,000; Potency, µM (doses to about 115 µM), without a hit: at the highest dose activation, actives largely listed as activators; note: potency is the fitted concentration of half-maximal effect; nearly all actives have a fitted effect of over 55% in size; some results filed as inactive show a strong effect at the top dose; inactives centre near -15; many of its hits are not listed in these tables
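HEK-293-derived GP2 cells expressing PTHR1 and a GloSensor cAMP reporter, 3,000/well, plated overnight, given luciferin plus IBMX (each 0.5 mM as added) for 1 h at 37 °C, then compound for 1 h at 37 °C. Luminescence was read after 15 min at room temperature.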
Active calls of the source: *; i = inactive; ? = inconclusive; · = no result given; & = joins results of further samples; [ ] = remark or other dose. Unless noted, calls come from the whole dose curve; as a rule, active = well fitted curve in the direction sought with a large enough effect; inconclusive = small, poorly fitted or top-dose-only effect, or another doubt; inactive = no such curve, though single readings can be large; an effect the other way counts as inactive or inconclusive. This is a subset; rates above refer to the full screens.

SMILES	PI5P4K alpha inh	HEK293 tox	EPAC1 ag	GLP1R ag	EPAC1 antagonist	GLP1R inv ag	PLK1 PBD block	IL-2 act	PTHR1 agonist
COc1ccccc1CP(=O)(c1ccccc1)c1ccccc1	-4	14%	4%	12%	-11%	15%	-15%	-1.3	-23%
Cc1ccccc1S(=O)Cc1ccc(C(=O)N2CCN(C(=O)c3ccco3)CC2)o1 (stereo not given)	-9	3%	5%	0%	1%	4%	-24%	1.2	-6%
CCOc1ccc2nc(NC(=O)CS(=O)(=O)c3ccc(C)cc3)sc2c1	-3	5%	7%	17%	-6%	-1%	-9%	-0.3	?
[O-][n+]1c2c(nn1-c1ccccc1)/C(=N/O)CCC2	1	-5%	-14%	12%	-3%	5%	-22%	-0.3	i
CC(C)c1cc(C(=O)N/N=C/C=C/c2ccccc2)n[nH]1	3	4%	-9%	-2%	8%	?	-5%	0.7	i
CCC(C)N(C(=O)COC(=O)C1C(C(=O)OC)=C(C)NC(C)=C1C(=O)OC)C1CCS(=O)(=O)C1 (stereo not given)	-2	-3%	0%	4%	7%	10%	2%	0.5	i
N#CC(C(=O)Nc1cccc(Cl)c1)=C1Nc2ccccc2N1	0	-20%	-2%	-19%	9%	-12%	-3%	-0.5	-10%[57.5 µM]
COCCNc1nc(Oc2ccc(Cl)c(Cl)c2)c2sccc2n1	41	9%	3%	9%	-11%	?	-1%	-0.7	-3%
CCc1ccccc1-n1nnnc1SCC(=O)Nc1cc(C)on1	-3	-2%	5%	6%	-13%	-20%	-10%	-4.2	i
O=C1C=C(c2ccc(F)cc2OCc2ccccc2)C[C@@H](c2ccc3c(c2)OCO3)C1	0	-5%	4%	-3%	-21%	19%	-13%	0.0	-21%
Cc1ccccc1CSc1nnc(-c2ccccc2)c(=O)[nH]1	3	-4%	5%	0%	-15%	?	-22%	0.2	-40%[inhibitor]
Cc1cccc(CC2CC(=O)N(c3ccc([N+](=O)[O-])cc3)C2=O)c1 (stereo not given)	3	4%	9%	-2%	5%	10%	-2%	0.8	-28%
COc1ccccc1CNC(=O)C1CCN(C(=O)c2sccc2-n2cccc2)CC1	-1	-5%&1%	8%	1%	17%	19%&5%	-7%	-4.2	-41%
CCOc1ccc(-c2nnn(CC(=O)NCc3ccc4c(c3)OCO4)n2)cc1	-2	2%	-11%	-26%	-15%	-11%	-7%	0.5	i
COc1ccc(NC(=O)c2ccc3nccnc3c2)cc1	-6	-13%	-1%	-14%	9%	-13%	1%	0.5	i
CCc1ccc(/C=C2/SC(=S)N(CCC(=O)Nc3cccc(C(=O)O)c3)C2=O)cc1	5	0%	-7%	-6%	-2%	1%	?	-2.0	-25%
COc1ccc(CNC(=O)COC(=O)c2n[nH]c3ccccc23)cc1OC	·	5%	9%	16%	-2%	75%[activator]	-4%	-1.1	-96%[inhibitor]
CCOC(=O)Cc1csc(NS(=O)(=O)c2ccc3ccccc3c2)n1	-2	-10%	-8%	-3%	6%	10%	-6%	16	-6%
CCOC(=O)c1c(-c2ccco2)csc1NC(=O)CSc1nnc(N)s1	·	-8%	-4%	13%	-10%	1%	-15%	-2.0	i
CCOC(=O)c1cc(C)n(S(=O)(=O)c2ccc(C)cc2)c1C	3	2%	19%	4%	-5%	?	-8%	1.2	-2%[57.5 µM]
Cc1ccc(S(=O)(=O)N2CCOCC2)cc1NC(=O)COC(=O)c1ccc(Br)cc1	-3	15%	8%	-7%	5%	5%	-4%	-2.6	i
COc1ccc(S(=O)(=O)N2CC=C(c3ccccc3)CC2)cc1OC	4	1%	-1%	-2%	1%	4%	5%	-2.4	-14%
Cc1ncc([N+](=O)[O-])n1CC(=O)Nc1ccccc1	-1	2%	9%	-4%	-6%	-8%	-3%	-1.7	i
O=c1c2cc(NC(=S)N3CCCC3)ccc2nc2n1CCCCC2	-5	3%	-4%	4%	7%	-3%	-12%	-3.4	18%
CC(Cn1nnc2ccccc21)C(=O)O (stereo not given)	1	0%	5%	-1%	-6%	16%	-9%	-1.2	i
Cc1ccc(S(=O)(=O)N2CCN(C(=O)COC(=O)CSc3ccccc3)CC2)c(C)c1	15	-3%	-4%	-5%	-14%	11%	-5%	-3.7	i
COc1cccc(-c2nc3ccccc3s2)c1O	7	-15%	-2%	2%	-1%	?	-8%	-0.3	-28%
CCN(C(=O)CN1C(=O)c2ccc([N+](=O)[O-])cc2C1=O)C1CCCCC1	0	0%	1%	-2%	2%	9%	-6%	1.3	?
COCCNC(=O)C(c1ccc(F)cc1)N(Cc1ccccc1)C(=O)CCC(=O)Nc1nccs1 (stereo not given)	1	5%	6%	8%	-17%	-8%	0%	2.8	i
Cc1cc(O)c(C(C)C)cc1NC(=O)c1cccc(Cl)c1	5	6%	7%	4%	-1%	?	-3%	-0.3	-28%
O=C(NCC1CC1)c1cccc2c1C(=O)c1ccc(N3CCCC3)cc1S2(=O)=O	7	5%	30%	4%	7%	21%	16%	0.2	-15%
CCC(=O)N1CCN(c2ccc(NC(=O)c3cc4ccccc4o3)cc2)CC1	-7	-33%	-3%	-2%	-4%	?	3%	0.6	-1%[57.5 µM]
COc1cccc(NC(=O)CN(C)C(=O)c2c(-c3c(F)cccc3Cl)noc2C)c1	1	5%	10%	0%	-19%	-24%	-4%	-0.4	-16%
O=S(=O)(c1ccc(F)cc1)N1CCN(C(=S)NC2CCCC2)CC1	1	14%	9%	1%	-3%	?	-9%	1.6	-4%
O=C(CCCc1ccccc1)Nc1nnc(C(F)(F)F)s1	-3	-26%	-19%	1%	-24%	?	2%	-2.8	-30%
Cc1ccc(C(=O)NC2CCCCC2)cc1S(=O)(=O)N1CCCC1	1	10%	3%	0%	9%	-8%	3%	-2.3	i
CC(c1ccco1)N(C(=O)COc1ccccc1[N+](=O)[O-])c1ccccn1 (stereo not given)	-1	-1%	3%	-1%	-4%	-9%	0%	-4.7	-2%
CNC(=O)Nc1cccc(C(F)(F)F)c1	1	6%	11%	-8%	-11%	-1%	-6%	-2.8	i
Cc1ccc(S(N)(=O)=O)c(C)c1-n1cnnn1	-3	0%	-5%	3%	6%	36%[activator]	-4%	0.2	i
COc1ccc2nc(/C(C#N)=C\c3ccc(C(=O)O)cc3)[nH]c2c1	?	185%[activator]	2%	0%	7%	-3%	0%	0.4	i

Given in markdown: part of the list above
| SMILES | PI5P4K alpha inh | HEK293 tox | EPAC1 ag | GLP1R ag | EPAC1 antagonist | GLP1R inv ag | PLK1 PBD block | IL-2 act | PTHR1 agonist |
| --- | --- | --- | --- | --- | --- | --- | --- | --- | --- |
| CCC(=O)N1CCN(c2ccc(NC(=O)c3cc4ccccc4o3)cc2)CC1 | -7 | -33% | -3% | -2% | -4% | ? | 3% | 0.6 | -1%[57.5 µM] |
| COc1cccc(NC(=O)CN(C)C(=O)c2c(-c3c(F)cccc3Cl)noc2C)c1 | 1 | 5% | 10% | 0% | -19% | -24% | -4% | -0.4 | -16% |
| Cc1ccc(S(N)(=O)=O)c(C)c1-n1cnnn1 | -3 | 0% | -5% | 3% | 6% | 36%[activator] | -4% | 0.2 | i |

Next part:
SMILES	PI5P4K alpha inh	HEK293 tox	EPAC1 ag	GLP1R ag	EPAC1 antagonist	GLP1R inv ag	PLK1 PBD block	IL-2 act	PTHR1 agonist
O=C(COC(=O)c1c[nH]c2ccccc12)Nc1ccc([N+](=O)[O-])cc1	0	-16%	-5%	0%	-17%	?	5%	-3.6	0%
Clc1ccc(-c2nc(Cc3ccccc3)no2)cc1	-3	29%	10%	8%	-2%	48%[activator]	-15%	2.0	-9%[57.5 µM]
Cc1onc(-c2ccccc2)c1C(=O)Nc1sc2c(c1C#N)CCC2	·	?	25%	0%	-8%	0%	?	-1.0	i
CCC(=O)Nc1ccc(C(=O)Nc2ccc(Br)cc2F)cc1	3	2%	10%	-3%	10%	-6%	-3%	-0.4	-8%
CN(CC(=O)Nc1cccc(F)c1)C(=O)Cc1n[nH]c(=O)c2ccccc12	0	1%	3%	-17%	-9%	15%	3%	-1.7	i
COc1ccccc1CNC(=O)C1CCN(S(=O)(=O)c2c(C)noc2C)CC1	-4	-6%	-5%	-4%	6%	8%	-5%	-2.7	i
COC(=O)C(NC(=O)C(CC(C)C)NC(=O)C1CCC(C)CC1)C(C)C (stereo not given)	27	-6%	-4%	-2%	-17%	-12%	-12%	-0.6	i
Cc1ccc(-c2nnc(SCC(=O)OC(C)C)n2N)cc1	5	2%	0%	-11%	-10%	0%	-3%	0.2	-11%
O=C(/C=C/C=C/c1ccccc1)CC1(O)C(=O)N(CCc2ccccc2)c2ccccc21 (stereo not given)	-3	?	13%	-11%	-29%	-10%	-2%	-7.0	-28%
CN(C(=O)COC(=O)c1ccccc1C(=O)c1ccccc1)c1ccccc1	4	-7%	-1%	9%	0%	-28%	-3%	0.9	i
CCC(c1nnnn1Cc1ccccc1)N1CCN(C/C=C/c2ccccc2)CC1 (stereo not given)	-2	3%	-4%	4%	8%	-29%	1%	-0.6	-17%
OCCC1CN(Cc2cccc3c2OCO3)CCN1Cc1ccccc1 (stereo not given)	0	-2%	-1%	9%	-1%	-26%	-2%	0.0	i
Cc1oc(-c2cccc(F)c2)nc1CN(Cc1ccccc1)C[C@@H]1CCC(=O)N1	-1	-12%	-2%	18%	8%	?	-16%	-0.2	-5%
CCOC(=O)CCCNC(=O)COc1ccccc1C#N	-1	-21%	1%	1%	-2%	0%	-8%	-1.5	i
